Assay outcomes deposited in PubChem BioAssay by several laboratories.
VIM-2 inhibitor: inhibitors of Pseudomonas aeruginosa VIM-2 metallo-beta-lactamase | purified VIM-2, nitrocefin hydrolysis, epi-absorbance fluorescence | inhibition, % at 5.6 µM | actives 0.89% (n = 290,000);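 active means inhibition above the mean of all tested compounds plus 3 SD, cutoff set per screening run, cut at about 7.5% in these data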;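 further: red hydrolysis product quenches plate fluorescence so inhibitors raise well fluorescence; 0% = enzyme with DMSO and 100% = DMSO without enzyme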
PfM18AAP inh: blocks P. falciparum M18 aspartyl aminopeptidase; recombinant PfM18AAP, H-Glu-NHMec fluorogenic cleavage; inhibition, % at 7.35 µM; actives 1.2% (n = 290,000); AID 1822;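 active means inhibition above the campaign mean inhibition over all tested compounds plus 3 SD, cut at about 28% in these data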;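 further: 0% = plate median of test compound wells and 100% = 2 mM ZnCl2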
MEKK2 mut-MEK5: signal of MEK5 binding to mutant human MEKK2 PB1 domain; AID 1530; bead flow cytometry, Alexa488-MEK5 binding to MEKK2 mutant; actives 0.35% (n = 290,000); percent response, % at 10 µM; in the data active means percent response above about 24%, passing the limit was not always enough; further: inactives centre near 1; some results filed as inactive read as strong as hits
IMP-1 inh: blocks Pseudomonas aeruginosa IMP-1 metallo-beta-lactamase | inhibition, % at 5.6 µM | actives 0.45% (n = 290,000) | purified IMP-1, nitrocefin hydrolysis, epi-absorbance fluorescence;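 active means inhibition above the mean plus 3 SD of all compounds in the same screening run, cut at about 4.5% in these data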;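 further: 0% = IMP-1 with DMSO and 100% = DMSO wells lacking enzyme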
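System – purified recombinant IMP-1 beta-lactamase · Input – IMP-1 dispensed at 0.2 nM · Timing – 15 min preincubation plus 25 min reaction at 25 °C · Signal – Epi-absorbance fluorescence, 480 nm excitation, 530 nm emission · Measure – percent IMP-1 inhibition derived from blank-referenced optical density · Controls – Enzyme-plus-DMSO low control, enzyme-free DMSO high control · Replication – singlicate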
NALP1 inh: NALP1 inhibition. S. cerevisiae NALP1/ASC/caspase-1 growth, X-gal OD620, 72 h. inhibition, % at 10 µM. actives 0.61% (n = 280,000). AID 2071; in the data active means inhibition mostly above about 24%, no sharp cut-off; inactive means mostly below about 32%; further: some compounds called inactive have numbers as strong as hits
MEKK2 WT-MEK5: raises or lowers MEK5 binding to wildtype human MEKK2 PB1 domain | Q9Y2U5 | bead flow cytometry, Alexa488-MEK5 binding to MEKK2 WT; actives lie on both sides | binding response (% of control), % at 10 µM | actives 1.1% (n = 290,000) | AID 1531; in the data active means binding response below about 67% or above about 130%
HCV NS3 hel inh: blocks Hepatitis C virus NS3 helicase unwinding; NS3 helicase DNA unwinding, Cy5 molecular beacon fluorescence; inhibition, % at 10.9 µM; actives 0.56% (n = 290,000);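 active means inhibition above the mean of all tested compounds plus 3 SD, set per campaign, cut at about 35% in these data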;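 further: 0% = DMSO wells and 100% = thioflavine S control wells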
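Control set: DMSO versus 110 µM thioflavine S; Material: NS3 helicase fragment of HCV; Measured by: Cy5 fluorescence at 0 and 60 min, beacon hairpin quenching; Read-out basis: percent inhibition from t60/t0 fluorescence ratio; Times: reaction time 60 min, 25 °C; Repeats: single replicate; Compound dosing: single dose, 10.9 µM nominal final, DMSO 0.8% final.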
UBC9 SUMO inh: SUMOylation inhibition; P63279; HTRF SUMOylation assay, SAE1/SAE2 + UBC9, in vitro; inhibition, % at 35 µM; actives 0.36% (n = 290,000); in the data active means inhibition above about 50%, passing the limit was not always enough; further: strong numbers were not always called active
Target sequence (P63279 whole entry, looked up): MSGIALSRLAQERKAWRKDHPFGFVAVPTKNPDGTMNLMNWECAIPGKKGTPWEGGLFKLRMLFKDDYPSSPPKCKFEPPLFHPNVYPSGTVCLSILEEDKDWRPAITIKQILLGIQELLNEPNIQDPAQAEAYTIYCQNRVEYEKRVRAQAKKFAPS
FID counter: displaces DNA intercalator in HCV helicase counter-screen | DNA fluorescent intercalator displacement, fluorescence | inhibition, % at 7.9 µM | actives 0.17% (n = 290,000) | AID 1845; in the data active means inhibition above about 37%;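 further: 0% = vehicle and 100% = reference compound; higher means more ethidium bromide displaced from hairpin DNA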
Active calls of the source: *; · = no result given.

structure	VIM-2 inhibitor	PfM18AAP inh	MEKK2 mut-MEK5	IMP-1 inh	NALP1 inh	MEKK2 WT-MEK5	HCV NS3 hel inh	UBC9 SUMO inh	FID counter
CCOC(=O)Cn1nc(NC(=O)c2ccc3c(c2)OCO3)cc1C	-2.0	-4	14	-3.4	5	105	0	-1	-7
O=C(CSc1nc2ccc([N+](=O)[O-])cc2[nH]1)c1ccc2ccccc2c1	-9.6	2	4	-4.0	1	97	7	-26	13
CCC(C)Sc1nnc(CNC(=O)C23CC4CC(CC(C4)C2)C3)n1C1CCCCC1 (stereo not drawn)	-3.9	2	26	-4.4	35	118	4	-25	-10
O=C(C1CCCCC1)N1CCC(CO)(Cc2ccccc2Cl)CC1	-0.4	2	1	-3.5	-9	96	4	2	-30
CCN(C(=O)CSc1nnc(-c2ccncc2)n1-c1ccccc1)C1CCS(=O)(=O)C1 (stereo not drawn)	-1.3	-8	-12	-2.6	6	91	-5	12	-12
CSCCC(=O)Nc1cc(S(=O)(=O)N2CCOCC2)ccc1N1CCN(C)CC1	-1.0	5	-2	-1.0	15	96	0	-3	7
COC(=O)c1ccc(CN(C(C)=O)c2ccccc2)o1	-0.9	-11	16	-1.7	6	114	14	12	-12
O=c1c2ccccc2nnn1Cc1nnc(-c2ccccc2Br)o1	17*	2	-5	-2.5	24	94	-5	6	-21
CCCC12CN3CC(C)(CN(C1)C3c1ccc([N+](=O)[O-])o1)C2=O (stereo not drawn)	-1.7	-3	5	-0.2	-7	104	-1	12	-1
O=C(NCC1CCCO1)c1cc(S(=O)(=O)N2CCOCC2)c(Cl)cc1Cl (stereo not drawn)	-3.4	5	1	0.7	6	96	22	9	-19
CC(C)CC(C)NC(=O)c1ccc(C(F)(F)F)cc1 (stereo not drawn)	-2.1	-3	-2	-3.1	-10	100	10	-5	-3
COc1ccc(NC(=O)CC2C(=O)N(Cc3ccco3)C(=S)N2C(C)C)cc1 (stereo not drawn)	-2.2	-1	-6	-2.8	2	102	1	2	-7
COc1ccc([C@H]2C(C#N)=C([S-])N[C@](C)(O)[C@@H]2[n+]2ccccc2)cc1	-2.3	11	-10	-3.1	·	89	-17	16	-4
C/C(=N\NC(=O)Nc1ccccc1)c1ccccc1	-2.4	-8	12	-3.8	45	121	-5	-9	-6
Cc1ccc(-n2ncc(C(=O)Nc3cc(Cl)ccc3Cl)c2C2CCNCC2)cc1	-1.2	2	-3	-1.4	-2	105	-13	8	17
CN1CCN(S(=O)(=O)c2cccs2)CC1	-1.9	5	-8	0.8	-7	90	-4	10	1
Cc1cc(C)nc(SCCS(=O)(=O)Cc2ccc(Cl)cc2)n1	-1.5	-2	6	-2.5	-49	102	-4	3	-14
COc1ccc(C2C(C#N)=C(N)N3C(=C2C#N)Sc2ccccc23)cc1 (stereo not drawn)	1.7	-7	-7	0.6	6	90	-10	21	2
c1ccc2c(c1)[nH]c1c3ccccc3sc21	-0.3	3	3	-1.9	14	98	-10	-5	9
Cc1ccc(CN2C(=O)CCC2C(=O)NC2CCCC2)cc1 (stereo not drawn)	-1.9	-5	-2	-0.2	2	97	-13	18	-3
O=C1CC(N2CCN(c3ccc(Cl)cc3)CC2)C(=O)N1c1ccccc1 (stereo not drawn)	-1.2	2	15	-2.7	8	111	4	14	-20
Cc1ccc(CNC(=O)C2CCCN(S(=O)(=O)c3c(C)noc3C)C2)cc1 (stereo not drawn)	0.1	-6	-17	-2.0	12	76	-1	9	0
Cc1ccc(N(C(=O)c2csnn2)C(C(=O)NC2CCCCC2)c2cccnc2)cc1 (stereo not drawn)	-4.8	4	3	-4.6	-12	100	3	2	-32
CCCCS(=O)(=O)C1CCS(=O)(=O)C1 (stereo not drawn)	-1.1	-4	-3	-2.5	-6	106	-2	18	5
Cc1ccccc1C(C(=O)NC1CCCC1)N(C(=O)Cc1cccs1)c1ccc2c(c1)OCCO2 (stereo not drawn)	-1.6	3	0	-2.6	-1	98	2	-6	-8
COCCN1CCn2c(nc3cc(NC(=O)c4ccc(OC)cc4)ccc32)C1	-4.3	-2	7	-4.6	6	100	-17	10	-17
NC(=O)CNC(=O)C1CCCc2c1[nH]c1ccc(Cl)cc21 (stereo not drawn)	-5.3	8	6	-3.5	11	100	-2	3	1
C#CCOCCOCCOCCNc1nc(N2CCN(C(=O)[C@H](CCC(=O)O)n3cc(C(N)Cc4ccc(O)cc4)nn3)CC2)nc(N2CCN(C(=O)[C@H](CCC(=O)O)n3cc(C(N)Cc4ccc(O)cc4)nn3)CC2)n1 (stereo partly drawn)	-1.2	-1	6	-1.2	-3	105	7	4	-41
CCN(CC)CCCN=Cc1c(O)n(-c2ccc(C)cc2)c(=O)c2ccccc12	-1.9	-1	5	-1.2	-5	104	0	12	5
O=C(C1CC(=O)N(c2ccc(F)cc2)C1)N1CCOCC1 (stereo not drawn)	1.4	-3	4	-1.4	13	107	-4	1	-5
CCOC(=O)c1cc2ccc3ccccc3c2oc1=O	6.6	-1	10	0.0	14	113	0	32	-4
CCOC(=O)c1c(C)[nH]c(C)c1S(=O)(=O)NCCc1sccc1C	0.9	2	0	-5.4	-7	104	12	-2	-27
Cc1ccc(S(=O)(=O)N2CCC3(CC2)OCCO3)c(C)c1	0.4	-8	8	-2.2	17	109	1	21	-14
CCCN(CCC)CCNC(=O)Cn1cnc2sc(C)c(S(=O)(=O)N3CCOCC3)c2c1=O	-1.0	6	·	1.3	·	·	15	·	10
CCCCn1c(C(C)O)nc2ccccc21 (stereo not drawn)	0.4	-7	7	-3.0	20	107	-5	23	-4
O=C(NC(=S)NC1CCCCCC1)c1cncc(Br)c1	-1.8	3	-2	-1.0	10	95	-8	-15	-7
COc1ccc(NC(=O)c2sc(=S)[nH]c2N)cc1	-2.6	18	9	-2.8	2	120	-1	-5	17
O=S(=O)(/C=C/c1ccccc1)Oc1ccccc1	-1.8	5	3	-6.2	16	108	-6	-2	-2
COc1ccc(C(=O)CN2CCN(c3cc(C)nc4ccccc34)CC2)cc1	-1.4	3	1	-2.8	-5	105	-11	8	0
CCOC(=O)C1=C(CS(=O)(=O)c2ccc(F)c(C)c2)NC(=O)NC1c1ccc(O)c(O)c1 (stereo not drawn)	-1.4	75*	10	-2.6	12	106	12	-11	-12
COC(=O)C(NC(=O)c1ccccc1)=C1CCCCC1	-4.7	-7	10	-4.4	8	106	2	23	-3
COc1ccc(OC)c(NC(=O)CN2C(=O)c3ccccc3S2(=O)=O)c1	-2.5	-5	2	-2.4	-12	99	-3	10	-3
O=C(Cn1cncn1)N/N=C/c1cc([N+](=O)[O-])ccc1O	-3.4	5	-2	-4.5	-19	101	7	3	-3
COc1cccc(NS(=O)(=O)c2ccc(-n3cccn3)cc2)c1	-2.5	1	7	-3.8	-8	106	-8	13	-10
CC1CCN(CCNC(=O)C2CCN(S(=O)(=O)c3cccc4nsnc34)CC2)CC1	-1.6	3	6	-4.4	22	108	-4	14	11
COc1ccc(OC)c(C2CC(=O)OC3=C2C(=O)CC(C)(C)C3)c1 (stereo not drawn)	-1.1	-6	-7	0.8	21	94	5	-1	-3
CCCCc1ccc(NC(=O)N[C@H](C(=O)O)C(C)CC)cc1 (stereo partly drawn)	2.2	-5	-5	-4.2	26	91	19	0	-41
Cc1cc(C(=O)NCC(c2ccco2)N(C)C)no1 (stereo not drawn)	-5.7	13	-1	-0.9	33	99	7	3	-5
CN(C(=O)C1CCC(=O)N(CCCN2CCCC2=O)C1)C(C1CC1)C1CC1 (stereo not drawn)	-3.6	-1	6	-2.2	10	103	-4	2	-12
CCCCN(C)CCC(=O)Nc1ccc2c(c1)CCC2	-1.0	5	-13	-1.5	-5	86	-11	1	10
CC(C)CC(=O)N1CCN(C(=O)c2cccc(F)c2)CC1	-1.3	-2	17	-3.4	25	98	4	-13	1
CCOC1=C/C(=C/c2c(N)n3nc(CC(=O)N4CCCCC4)sc3nc2=O)C=CC1=O	1.5	4	-6	-3.9	-6	103	-4	-2	-39
CC(=O)Nc1cc(S(=O)(=O)Nc2ccccc2)c(C)cc1C	-0.9	0	11	-1.4	-8	104	1	7	5
CC(=O)c1c(N2CCCC2)[nH]c(-c2ccccc2)nc1=S	-2.2	-9	6	-3.1	-2	101	4	11	-4
O=C(Nc1ccccc1C(=O)NCc1cccnc1)c1ccco1	-1.1	9	5	-3.8	20	109	-1	-4	-1
O=C(CSc1nnc(-c2ccccc2)n1Cc1ccccc1)N1CCOCC1	-1.7	-1	2	-1.4	21	109	2	13	-17
COc1ccc(CNS(=O)(=O)NCc2ccccc2F)cc1	-2.3	3	5	-3.0	2	108	3	18	-7
CC(=O)N(NC(=O)c1ccccc1Cl)C1CC(=O)N(c2ccc(C)cc2)C1=O (stereo not drawn)	0.8	2	1	-3.0	-7	100	-7	10	-5
O=C(COC(=O)COc1ccccc1)Nc1ccc(OC(F)(F)F)cc1	-1.4	-4	-7	-3.0	-1	94	-1	-1	-2
CCCn1c(N)c(N2CCCCC2)c(=O)n(CC(=O)Nc2ccccc2C)c1=O	-2.8	-6	8	-3.7	37*	103	-3	15	-16

More results
structure	VIM-2 inhibitor	PfM18AAP inh	MEKK2 mut-MEK5	IMP-1 inh	NALP1 inh	MEKK2 WT-MEK5	HCV NS3 hel inh	UBC9 SUMO inh	FID counter
CC(=O)NNC(=O)c1sc(=S)n(C)c1C	-1.9	-2	1	-2.4	3	-5.0*	7	8	-2
CC(C)(C)c1ccc(-n2ncc3c2CCCC3NC(=O)CCN2CCCCC2=O)cc1 (stereo not drawn)	0.2	-8	2	-0.8	11	99	8	2	-54
O=C(NCc1ccccc1)C(c1cccnc1)N(C(=O)c1csnn1)c1ccccc1 (stereo not drawn)	-3.4	0	-2	-2.0	13	104	-10	4	-16
NC(=O)CSc1n[nH]c(=O)n1CCc1ccccc1	-2.4	-13	11	-2.6	12	102	-9	10	-7
CC(C)CCNC(=S)Nc1ccccn1	-0.5	33*	-1	-1.7	19	102	2	7	-6

As a working copy, part of the list above.
structure	VIM-2 inhibitor	PfM18AAP inh	MEKK2 mut-MEK5	IMP-1 inh	NALP1 inh	MEKK2 WT-MEK5	HCV NS3 hel inh	UBC9 SUMO inh	FID counter
NC(=O)CSc1n[nH]c(=O)n1CCc1ccccc1	-2.4	-13	11	-2.6	12	102	-9	10	-7
CC(C)CCNC(=S)Nc1ccccn1	-0.5	33*	-1	-1.7	19	102	2	7	-6

Of the compounds above, these contain a CF3 group.
structure	VIM-2 inhibitor	PfM18AAP inh	MEKK2 mut-MEK5	IMP-1 inh	NALP1 inh	MEKK2 WT-MEK5	HCV NS3 hel inh	UBC9 SUMO inh	FID counter
CC(C)CC(C)NC(=O)c1ccc(C(F)(F)F)cc1 (stereo not drawn)	-2.1	-3	-2	-3.1	-10	100	10	-5	-3
O=C(COC(=O)COc1ccccc1)Nc1ccc(OC(F)(F)F)cc1	-1.4	-4	-7	-3.0	-1	94	-1	-1	-2

Hits appear at their usual frequency (roughly 4.7% active in at least one column).
